Bioassay records (PubChem BioAssay)
FUS suppressor = qHTS for Suppressors of FUS Proteinopathy: Primary screen using FUS-linked yeast assay; S. cerevisiae FUS-expressing, growth rescue, OD600, 24 h; hit rate 0.24% among 390,000; Potency, µM (titrated, usually from 76.6 µM), without a hit: top-dose growth rescue (activation), hits mostly activators;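 also: potency is read from the fitted curve at half-maximal effect; plate controls were DMSO vehicle for no effect and reference control for full effect; nearly all actives have a fitted effect of over 55% in size; some results filed as inactive show a strong effect at the top dose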
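Cultures pregrown in 2.5% raffinose medium are shifted to minimal medium containing 2% galactose to express toxic FUS. Compounds are tested at several concentrations. After 24hr at 30C, growth is quantified at 600 nm absorbance.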
PLK1 PBD block = qHTS for Inhibitors of PLK1-PDB (polo-like kinase 1 - polo-box domain): Primary Screen; AID 720504, 2013; Serine/threonine-protein kinase PLK1 (Homo sapiens), P53350; Plk1 PBD binding of FITC phosphopeptide, fluorescence polarization; Potency, µM, without a hit: max response, negative = inhibition, actives largely listed as inhibitors; hit rate 2.8% among 360,000; also: potency is read from the fitted curve at half-maximal effect; series mostly up to about 57 µM; % is scaled to controls: 0 for no effect and ±100 for the full control effect; nearly all actives have a fitted effect of over 65% in size
Target sequence (P53350 whole entry, looked up, the tested form may be a part): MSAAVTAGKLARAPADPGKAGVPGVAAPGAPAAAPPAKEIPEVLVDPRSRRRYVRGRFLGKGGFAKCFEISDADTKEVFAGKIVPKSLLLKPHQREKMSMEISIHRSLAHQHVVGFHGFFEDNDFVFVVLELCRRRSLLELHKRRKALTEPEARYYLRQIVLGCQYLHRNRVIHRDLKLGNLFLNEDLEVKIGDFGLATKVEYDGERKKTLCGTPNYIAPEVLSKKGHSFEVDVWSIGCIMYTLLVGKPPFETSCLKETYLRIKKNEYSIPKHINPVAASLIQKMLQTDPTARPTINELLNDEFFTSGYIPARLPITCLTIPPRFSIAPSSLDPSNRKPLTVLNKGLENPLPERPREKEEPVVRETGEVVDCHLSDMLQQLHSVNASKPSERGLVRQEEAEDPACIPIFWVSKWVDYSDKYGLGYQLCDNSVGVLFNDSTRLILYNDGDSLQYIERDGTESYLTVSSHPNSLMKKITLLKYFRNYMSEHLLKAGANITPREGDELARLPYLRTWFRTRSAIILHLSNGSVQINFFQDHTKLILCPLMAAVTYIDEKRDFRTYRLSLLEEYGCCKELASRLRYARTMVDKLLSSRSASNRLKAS
Abeta rescue = qHTS for compounds that reverse cellular toxicity of Amyloid beta (A-beta) peptide in yeast: Primary Screen; AID 1347071, 2019; yeast expressing A-beta42, growth rescue, OD600, 48 h; response scale: 0% DMSO, 100% iron-clioquinol control; Potency, µM (highest dose often 46.1 µM), for the others: top-dose growth rescue, usual class: activators; hit rate 0.063% among 410,000; also: potency is read from the fitted curve at half-maximal effect; nearly all actives have a fitted effect of over 55% in size
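Growth rescue measured by 600 nm absorbance after 48 h yeast culture at 30 C with compound. Values normalized between DMSO and an equimolar ferric chloride plus clioquinol control.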
IL2 activator = qHTS of IL-2 Activators; IL-2 activation reporter assay, cell-based qHTS; stimulated with anti-CD3/CD4/CD28 beads; in transgenic mouse T cells; activation, % (series mostly up to about 46 µM); hit rate 0.065% among 360,000; in the data active = activation above about 50%; inconclusive = mostly about 30% to 49%; also: 0% is about no effect
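First, unstimulated transgenic mouse T cells were exposed to compound for 60 min. Next, anti-CD3/anti-CD4-coated beads with anti-CD28 were added. Finally, after 18 h at 37 degrees C, EGFP and DsRed were imaged.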
EPAC1 agonist = qHTS for Agonist of cAMP-regulated guanine nucleotide exchange factor 3 (EPAC1): primary screen. EPAC1 agonist qHTS, biochemical assay; response scale: 100% = response to 6.5 mM cAMP. Potency, µM (titrated, usually from 154 µM), without a hit: at the highest dose activation, actives largely listed as activators. hit rate 0.073% among 360,000. AID 720707, 2013. Rap guanine nucleotide exchange factor 3 (Homo sapiens), O95398; also: potency is read from the fitted curve at half-maximal effect; nearly all actives have a fitted effect of over 60% in size
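Multi-concentration qHTS readout: loss of Rap1B-bound BODIPY-GDP fluorescence driven by 100 nM EPAC1 with excess GDP (50 uM), monitored kinetically at room temperature; agonist response expressed relative to 6.5 mM cAMP.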
EPAC1 antag = qHTS for Antagonist of cAMP-regulated guanine nucleotide exchange factor 3 (EPAC1): primary screen; Rap guanine nucleotide exchange factor 3 (Homo sapiens), O95398; EPAC1 GEF assay, Rap1b-BODIPY-GDP exchange fluorescence; Potency, µM (titrated, usually from 115 µM), for the others: at the top dose activity change, negative = inhibition, usual class: inhibitors; hit rate 0.14% among 360,000;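 also: potency is read from the fitted curve at half-maximal effect; plate controls were vehicle for no effect and positive control for full effect; nearly all actives have a fitted effect of over 50% in size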
WRN helicase inh = qHTS for Inhibitors of WRN Helicase. Bifunctional 3'-5' exonuclease/ATP-dependent helicase WRN (Homo sapiens), Q14191. Potency, µM (top dose mostly 114 µM), for inactives: at the highest dose activity change, negative = inhibition, most hits filed as inhibitors. AID 651768, 2012. hit rate 0.46% among 360,000. WRN helicase unwinding, fluorescent forked duplex, kinetic; also: potency is read from the fitted curve at half-maximal effect; % is scaled to controls: 0 for no effect and ±100 for the full control effect; nearly all actives have a fitted effect of over 55% in size
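Kinetic fluorescence helicase assay: unwinding of a quenched forked DNA duplex (100 nM final) with 2 mM ATP final raises red fluorescence (525/598 nm). Compounds sat 15 min at room temperature with 20 nM WRN beforehand.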
PI5P4K alpha inh = qHTS for Inhibitors of phosphatidylinositol 5-phosphate 4-kinase (PI5P4K). PI5P4Kalpha enzyme, ADP-Glo luminescence, 60 min; stronger effect = lower value. Phosphatidylinositol 5-phosphate 4-kinase type-2 alpha (Homo sapiens), P48426. hit rate 1.2% among 330,000. max response, %; active = max response of -50% or lower; inconclusive = between -30% and -50%; inactive = -30% or higher; also: value at the top dose of about 77 µM; % is scaled to controls: 0 for no effect and ±100 for the full control effect
Target sequence (P48426 whole entry, looked up): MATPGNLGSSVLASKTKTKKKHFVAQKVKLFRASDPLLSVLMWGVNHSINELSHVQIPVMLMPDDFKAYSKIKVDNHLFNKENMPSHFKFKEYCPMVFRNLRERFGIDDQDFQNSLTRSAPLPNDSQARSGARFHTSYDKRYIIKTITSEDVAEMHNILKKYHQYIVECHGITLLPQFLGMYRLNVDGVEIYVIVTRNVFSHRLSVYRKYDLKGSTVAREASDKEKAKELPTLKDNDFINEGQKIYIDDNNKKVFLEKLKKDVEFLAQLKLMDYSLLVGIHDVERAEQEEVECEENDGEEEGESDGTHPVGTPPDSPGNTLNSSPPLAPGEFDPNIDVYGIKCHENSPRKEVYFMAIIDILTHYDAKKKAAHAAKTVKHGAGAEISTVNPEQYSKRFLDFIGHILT
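Human PI5P4Kalpha with substrate in 0.038 M HEPES pH 7.4, 0.28 mM EGTA, 0.1% CHAPS, 5% DMSO; reaction started with 5 microM ATP (final), 60 min at room temperature. ADP formed read by ADP-Glo luminescence.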
An asterisk follows results filed as active; ? = inconclusive; · = no result given; [ ] = dose if it differs, or a comment. Unless noted, calls follow the shape of the dose curve; as a rule, active = well fitted curve in the direction sought with a large enough effect; inconclusive = small, poorly fitted or top-dose-only effect, or another doubt; inactive = no such curve, though single readings can be large; an effect the other way counts as inactive or inconclusive.

SMILES	FUS suppressor	PLK1 PBD block	Abeta rescue	IL2 activator	EPAC1 agonist	EPAC1 antag	WRN helicase inh	PI5P4K alpha inh
O=C1NC(=O)N(Cc2ccccc2)C(=O)/C1=C\C=C\c1ccco1	57%	110%[activator]	-5%	-0.4	9%	56µM*	50µM*	-62*
COC(=O)C1=C(c2cc3ccccc3s2)C[C@@H]2CC[C@H]1N2C(=O)N1CCCCC1	45%	-12%	-3%	-0.3	11%	-14%	-6%	-5
CCOC(=O)C1(c2ccccc2)CCN(CCC(=O)Nc2ccc(F)cc2)CC1	-15%	4%	-7%	0.6	3%	5%	-1%	-1
COC(=O)C1C(C(=O)O)C2(Cl)C(Cl)=C(Cl)C1(Cl)C2(Cl)Cl (configuration not stated)	-15%	-11%	6%	0.2	2%	-4%	-6%	2
CCN(CCCl)Cc1ccccc1Br	-42%	?	-15%	-0.7	-26%	0%	-3%	0
Cc1ccc(-c2nc3ccccc3c(=O)n2-c2nccs2)cc1	13%	-6%	-11%	-0.9	-6%	7%	-1%	·
CN(C)CCNC(=O)c1cccn(Cc2cc(C(F)(F)F)cc(C(F)(F)F)c2)c1=O	22%	-7%	-6%	-2.7	-9%	-8%	12%	1
COc1ccc(-c2cc(=O)c3c(OC)c(OC)c(OC)cc3o2)cc1	9%	0%	-19%	0.4	-5%	8%	0%	-6
N#CC1C(C#N)C2CCC1C1C2N1c1ccccc1 (configuration not stated)	-11%	-13%	-5%	-0.5	-1%	?	-8%	4
COC(=O)C[C@]1(C(=O)OC)CN(C#N)N(c2ccc(Cl)cc2)C12c1ccccc1-c1ccccc12	45%	-10%	27%	-0.7	12%	-19%	-18%	9
CC(=O)N1CCN(Cc2ccc(Cl)nc2)CC1	-6%	0%	8%	1.3	-1%	-11%	1%	2
CC(=O)N1CN2CN(C(C)=O)CC(C(=O)c3ccc(Br)cc3)(C2)C1	-10%	-3%	18%	-0.8	0%	0%	-2%	2
O=C(c1ccccc1F)c1cn(Cc2ccc(F)cc2)c2ccccc12	·	4%	-21%	-1.8	4%	-14%	1%[11.6 µM]	9
CCOc1ccc(-c2cc(C)[n+](CCN(CC)CC)c(-c3ccc(OCC)cc3)c2)cc1	37%	-4%	3%	-0.7	7%	-15%	-9%	-2
COc1cc(C)c(-c2nc(CN3C[C@@H]4C[C@@H](C3)c3cccc(=O)n3C4)c(C)o2)cc1C	16%	-5%	-1%	-2.4	4%	1%	-2%	0
COC(=O)OCC12CCC(O1)C1(C)C(=O)OCC21 (configuration not stated)	·	24µM*	-3%	-0.6	-6%	2%	-10%	-15
COc1ccc(CN2CCCC(C(=O)c3ccccc3SC)C2)cc1O (configuration not stated)	-11%	-17%	-7%	-0.9	7%	-8%	-5%	3
O=c1c2ccccc2nc(-c2ccc(Cl)cc2Cl)n1-c1ccncc1	27%	-4%	2%	2.4	2%	4%	11%	·
COc1ccc(C(=O)N2CCC3(CC2)OCCO3)cc1	-22%	-4%	-11%	-3.0	9%	-4%	-3%	1
OC(CNCCc1c[nH]c2ccccc12)c1ccccc1 (configuration not stated)	6%	-3%	-12%	-3.0	-8%	-8%	-31%	-7
Nc1ccccc1C(=O)OCC(=O)N1CCc2ccccc21	-7%	3%	30%	-0.4	6%	-3%	-5%	-3
O=C(COc1ccccc1Cl)N1CCCC(N2CCN(c3ccc(F)cc3)CC2)C1 (configuration not stated)	6%	-6%	1%	-2.3	6%	6%	-6%	6
O=c1[nH]c(=O)n(CCC2=CCCCC2)c(O)c1C=NCc1cccnc1	10%	-3%	7%	-0.8	6%	-18%	-8%	-5
O=C1CC(NC(=O)C(F)(F)F)=NN1c1ccccc1	4%	0%	2%	-0.5	10%	?	-7%	-3
COC(=O)C1=C(c2ccc(F)cc2OCc2ccccc2)C[C@@H]2CC[C@H]1N2C(=O)N1CCC(O)(c2ccc(Cl)cc2)CC1	37%	3%	-3%	-0.2	-2%	-22%	-1%	1

Remaining list, next part
SMILES	FUS suppressor	PLK1 PBD block	Abeta rescue	IL2 activator	EPAC1 agonist	EPAC1 antag	WRN helicase inh	PI5P4K alpha inh
Cc1c2cnn(CC(=O)N3CCC4(CC3)OCCO4)c(=O)c2c(C)n1Cc1cccc(Cl)c1	2%	-8%	13%	-2.7	2%	-8%	-5%	0
CCn1c(O)c(/C=N/N2CCOCC2)c(=O)n(CC)c1=S	5%	-20%	17%	-0.5	-3%	-5%	-7%	10
CCCNC(=O)N1[C@H]2CC[C@@H]1C(C(=O)OC)=C(c1ccc(S(C)(=O)=O)cc1)C2	-20%	-2%	-18%	1.3	-16%	-12%	7%	-9
CCN(C(=O)CN1CC=C(c2ccccc2)CC1)c1c(N)n(Cc2ccccc2)c(=O)[nH]c1=O	22%	-21%	-16%	-0.8	4%	?	-31%[57.1 µM]	1
CCCC[N+]12CCC(CC1)C(Cc1ccccc1)C2 (configuration not stated)	-9%	5%	-6%	-2.4	-1%	14%	3%	3
C=CCn1c(O)c(C(C)=NCCc2ccccc2)c(=O)[nH]c1=O	9%	-2%	-8%	-1.3	-3%	3%	-2%	-3
Cc1[nH]c2ccc(OC(F)(F)F)cc2c1CCNCc1cccc([N+](=O)[O-])c1	-10%	3%	-7%	-1.1	2%	-18%	-4%[57.1 µM]	6
N#CCCn1cc(C(=O)Nc2ccccc2Cl)c(-c2ccc([N+](=O)[O-])cc2)n1	26%	-4%	-8%	1.8	0%	-5%	11%	-6
CN(C)CCN(CC1CCCN(Cc2ccccc2F)C1)C(=O)Cc1c(F)cccc1F (configuration not stated)	0%	-3%	-2%	0.2	14%	19%	7%	2
Nc1ccc(C(=O)N/N=C2/CN3CCC2CC3)cc1	-10%	1%	7%	-0.2	1%	0%	-8%[57.1 µM]	·
Cc1ccc2c(c1)CCCN2N=O	14%	-7%	-2%	0.5	8%	21%	-21%[57.1 µM]	2
COc1ccc(C(=O)C2CN(C)CC2C(=O)c2ccc(OC)cc2)cc1 (configuration not stated)	-6%	-7%	5%	0.9	12%	-6%	-17%	3
O=S(=O)(c1cc(Cl)cc(Cl)c1)N1Cc2cc(N3CCOCC3)ccc2-n2nncc2C1	-21%	-13%	-14%	-0.9	-2%	-28%	-3%	4
CC1OC(C[N+](C)(C)C)CC1O (configuration not stated)	-27%	-1%	-8%	0.0	-13%	-8%	6%	0
CCCCn1c(O)c(C=NC2CCCCC2N)c(=O)[nH]c1=O (configuration not stated)	28%	-9%	-1%	0.3	3%	21%	-7%	2
Cc1cc(C(=O)N=Nc2c(O)n(C)c3ccccc23)c(C)o1	-24%	-2%	-2%	-2.1	-3%	-3%	2%	-1
O=[N+]([O-])c1ccc(N2CCNCC2)cc1N1CCCCCC1	16%	3%	-3%	0.3	4%	-5%	8%	1
CCCCCCC(=O)N/N=C/c1c(O)n(C2CC2)c(=S)[nH]c1=O	31%	7%	-25%	-1.0	·	-13%	10%	-10
N#CC1=C(N)Oc2c(c(=O)oc3ccccc23)C1c1cccnc1 (configuration not stated)	-4%	0%	8%	2.7	-3%	19%	-14%	-9
O=P1(NCCCl)OCCC(OO)N1CCCl (configuration not stated)	-16%	·	·	-0.6	3%[76.9 µM]	14%[57.5 µM]	-4%	-11
Cc1ccccc1C1=NCC(=O)N(CC(=O)NCc2ccco2)c2sc3c(c21)CCCC3	21%	-14%	-4%	-1.9	13%	-7%	-2%	·
c1ccc2c(CN3CCOCC3)c[nH]c2c1	-18%	-3%	5%	2.2	11%	1%	1%	2
COc1ccc(C(=O)Oc2cccc3cccnc23)cc1S(=O)(=O)N1CCOCC1	21%	1%	-9%	-4.0	-11%	13%	-3%	-4
O=C(Nc1ccccc1)c1c(O)[nH]c(=S)[nH]c1=O	-12%	-10%	-9%	-0.3	-22%	-21%	-13%	-2
Cn1cc(C(=O)OCC(=O)NC2(C#N)CCCCC2)c2ccccc21	8%	-2%	9%	-0.1	-7%	-12%	-27%	2

The closing three records of the section before open the next one.
SMILES	FUS suppressor	PLK1 PBD block	Abeta rescue	IL2 activator	EPAC1 agonist	EPAC1 antag	WRN helicase inh	PI5P4K alpha inh
COc1ccc(C(=O)Oc2cccc3cccnc23)cc1S(=O)(=O)N1CCOCC1	21%	1%	-9%	-4.0	-11%	13%	-3%	-4
O=C(Nc1ccccc1)c1c(O)[nH]c(=S)[nH]c1=O	-12%	-10%	-9%	-0.3	-22%	-21%	-13%	-2
Cn1cc(C(=O)OCC(=O)NC2(C#N)CCCCC2)c2ccccc21	8%	-2%	9%	-0.1	-7%	-12%	-27%	2
Cc1c2cnn(CC(=O)N3CCC4(CC3)OCCO4)c(=O)c2c(C)n1Cc1ccccc1Cl	-7%	-10%	-2%	-0.8	1%	-1%	-7%	0
Cn1c(O)c(C(=O)c2ccccc2F)c(=O)n(C)c1=O	23%	-9%	10%	-1.2	5%	15%	5%	·
Cc1ccccc1N1C(=O)CC(=O)N(c2ccccc2C)C1=O	·	-1%	8%	-3.3	-2%	12%	-2%	1
NC(=O)c1ccc(N=Cc2c(O)n(Cc3ccco3)c(=O)[nH]c2=O)cc1	?	?	-3%	1.5	-7%	?	50µM*	-79*
COc1ccc(CCC(=O)NCCc2cnc[nH]2)cc1	-29%	3%	-7%	-3.4	-5%	22%	-4%	3
S=c1[nH]c2ccccc2[nH]1	-28%	-17%	-23%	-5.0	9%	3%	5%	0
CC1N=C(c2ccccc2Cl)c2cc(Br)ccc2NC1=O (configuration not stated)	1%	6%	-16%	0.8	10%	-10%	-7%[57.1 µM]	0
CC(C)NC1C2CCC(CC2)C1(O)c1ccc(Cl)c(Cl)c1 (configuration not stated)	7%	3%	-4%	-3.1	6%	6%	-6%	-29

These rows are one share of the data; rates above refer to the full screens.
